# TcdB inh: TcdB glycohydrolase inhibition | P18177 | hit rate 0.24% among 350,000 | inhibition, % at 9.99 µM | TcdB glycohydrolase enzymatic assay, plate reader; in the data active means inhibition above about 10%
# BioA inh: blocks M. tuberculosis BioA enzyme activity; inhibition, % at 9.99 µM; hit rate 0.096% among 360,000; AID 602481; purified M. tuberculosis BioA enzyme, plate reader; in the data active means inhibition above about 40%
# * hit, by the source's call. Not all compounds are listed (hit frequency here may not be typical).
SMILES,TcdB inh,BioA inh
C[C@@H](NC(=O)C[C@@H]1CC[C@H]2[C@@H](COC[C@H](O)CN2Cc2ccc(C(F)(F)F)cc2)O1)c1ccccc1,0.6,0.8
C[C@@H]1CN([C@@H](C)CO)S(=O)(=O)c2ccc(C#Cc3ccccc3F)cc2O[C@H]1CN(C)C,0.0,6.8
C[C@H]1CN([C@@H](C)CO)C(=O)c2cccc(NS(=O)(=O)c3ccc(Cl)cc3)c2O[C@H]1CN(C)S(=O)(=O)c1ccccc1,0.5,7.6
CCCC(=O)Nc1ccc2c(c1)OC[C@@H](C)N(C(C)=O)C[C@@H](C)[C@@H](OC)CN(C)C2=O,-1.1,-0.9
CNC[C@@H]1Oc2ccc(N(C)C)cc2CC(=O)N([C@H](C)CO)C[C@H]1C,-4.3,-1.3
COC(=O)C[C@H]1C[C@H]2c3cc(NC(=O)Nc4ccccc4)ccc3O[C@H]2[C@H](CO)O1,0.8,-1.9
CCNC(=O)C[C@@H]1C=C[C@@H](NC(=O)C2CCOCC2)[C@H](CO)O1,-1.1,1.3
COc1ccc(CN(C)C[C@@H]2Oc3ccc(NC(=O)Nc4ccc(OC)cc4)cc3C(=O)N([C@H](C)CO)C[C@@H]2C)cc1,-0.8,1.8
C/C=C/c1ccc([C@@H]2[C@H](CO)N(S(C)(=O)=O)[C@H]2CN(CC)C(C)=O)cc1,-1.3,-2.4
CNC[C@H]1OCCCC[C@H](C)Oc2ccc(NC(=O)Nc3cccc4ccccc34)cc2C(=O)N([C@@H](C)CO)C[C@@H]1C,-1.3,-2.8
COC(=O)[C@@H]1[C@@H](CO)[C@@H]2Cn3c(cccc3=O)[C@H]1N2CCc1ccccc1,0.7,1.3
CN(C)CCCN1C(=O)[C@@]2(Cc3ccccc31)c1ccccc1C(=O)N(Cc1ccccc1Cl)[C@H]2c1ccc(CO)cc1,0.4,-1.1
C[C@H]1CN([C@@H](C)CO)S(=O)(=O)c2ccc(-c3ccc(C(=O)N(C)C)cc3)cc2O[C@@H]1CN(C)C(=O)Nc1ccccc1F,-1.9,2.7
C[C@@H]1CN([C@H](C)CO)C(=O)Cc2cc(NS(=O)(=O)c3ccc(F)cc3)ccc2O[C@H]1CN(C)C,-2.4,-1.1
CO[C@@H]1CN(C)C(=O)c2cc(NC(=O)C3CCC3)ccc2OC[C@@H](C)N(CC2CCCCC2)C[C@@H]1C,-0.3,1.9
C[C@H](CO)N1C[C@H](C)[C@H](CN(C)C(=O)Nc2ccc(F)cc2)OCCCC[C@H](C)Oc2ccc(NC(=O)CCC(F)(F)F)cc2C1=O,1.2,-0.4
Cc1noc(C)c1S(=O)(=O)Nc1ccc2c(c1)C(=O)N([C@@H](C)CO)C[C@H](C)[C@@H](CN(C)C)OCCCC[C@@H](C)O2,-1.2,-0.1
CC(C)NC(=O)N1[C@@H]2c3cccc(=O)n3C[C@@H]2[C@@H](CO)[C@@H]1C(=O)N1CCc2ccccc2C1,-0.1,-1.4
CO[C@@H]1CN(C)C(=O)c2cc(NC(C)=O)ccc2OC[C@@H](C)N(C(=O)c2ccccc2)C[C@H]1C,-2.0,-1.0
C[C@H](CO)N1C[C@H](C)[C@@H](CN(C)Cc2ccc3c(c2)OCO3)Oc2ccc(NS(=O)(=O)c3ccc(Cl)cc3)cc2C1=O,0.0,-0.7
CCCC#Cc1cnc2c(c1)C(=O)N([C@H](C)CO)C[C@H](C)[C@@H](CN(C)C(=O)Nc1ccccc1OC)O2,1.2,7.1
CN1CCN(C(=O)C[C@H]2CC[C@H]3[C@@H](COc4ccc(NC(=O)C5CC5)cc4C(=O)N3C)O2)CC1,0.5,-1.8
O=C(C[C@H]1C[C@@H]2c3cc(NC(=O)c4cccnc4)ccc3O[C@@H]2[C@@H](CO)O1)NCCN1CCCCC1,-2.8,29
Cc1noc(C)c1S(=O)(=O)Nc1ccc2c(c1)C(=O)N([C@@H](C)CO)C[C@H](C)[C@H](CN(C)C(=O)Nc1ccccc1)OCCCC[C@H](C)O2,0.5,-3.1
COc1ccc(S(=O)(=O)N(C)C[C@@H]2Oc3ccc(NC(=O)Nc4ccc(C(F)(F)F)cc4)cc3CC(=O)N([C@@H](C)CO)C[C@@H]2C)cc1,-0.5,-0.5

# Next part.
SMILES,TcdB inh,BioA inh
CC(C)NC(=O)Nc1ccc2c(c1)C(=O)N([C@@H](C)CO)C[C@@H](C)[C@H](CN(C)C(=O)NC(C)C)OCCCC[C@H](C)O2,0.9,1.3
C[C@@H]1CN([C@H](C)CO)S(=O)(=O)c2ccc(-c3ccncc3)cc2O[C@H]1CN(C)Cc1ccc(Oc2ccccc2)cc1,-12,-7.7
CO[C@H]1CN(C)C(=O)c2cc(NC(=O)C3CC3)ccc2OC[C@@H](C)N(C(=O)NC(C)C)C[C@H]1C,0.6,-1.5
Cc1noc(C)c1NC(=O)Nc1cccc2c1O[C@@H](CN(C)C(=O)NC(C)C)[C@@H](C)CN([C@H](C)CO)C2=O,-0.2,0.3
CN(C)C(=O)c1ccc(-c2ccc([C@H]3[C@@H](CO)N4CCCCN(C(=O)C5CCCC5)C[C@H]34)cc2)cc1,-0.9,0.0
Cc1cc(C(=O)Nc2cccc3c2O[C@@H](CN(C)C(=O)Nc2ccc(F)cc2)[C@@H](C)CN([C@H](C)CO)C3=O)n(C)n1,-0.7,1.8
C[C@@H]1CN([C@@H](C)CO)C(=O)c2cc(/C=C/c3ccccc3)cnc2O[C@H]1CN(C)C(=O)CN(C)C,-0.3,-3.2
C[C@@H]1CCCCO[C@@H](CN(C)CC2CCCCC2)[C@@H](C)CN([C@@H](C)CO)C(=O)c2cc(NC(=O)Nc3ccc4c(c3)OCO4)ccc2O1,-1.5,-2.1
COCC#Cc1cnc2c(c1)C(=O)N([C@@H](C)CO)C[C@H](C)[C@@H](CN(C)C(=O)c1cccc(F)c1)O2,0.7,-1.3
C[C@H](CO)N1C[C@H](C)[C@H](CN(C)S(=O)(=O)c2ccc(C#N)cc2)Oc2ncc(C#Cc3cccc(F)c3)cc2C1=O,-0.5,2.4
CO[C@H]1CN(C)C(=O)c2cc(NC(=O)Nc3cccc(F)c3)ccc2OC[C@@H](C)NC[C@@H]1C,-0.8,5.5
C[C@H](CO)N1C[C@H](C)[C@H](CN(C)C(=O)c2ccncc2)Oc2cc(C#Cc3ccncc3)ccc2S1(=O)=O,1.4,1.7
CC(=O)N1[C@H](CO)[C@H](c2ccccc2)[C@@H]1CNC(=O)CN1CCOCC1,0.7,-1.1
C[C@@H]1CCCCO[C@H](CN(C)S(=O)(=O)c2cccs2)[C@@H](C)CN([C@H](C)CO)C(=O)c2cc(NS(C)(=O)=O)ccc2O1,-0.4,-0.4
O=C(C[C@@H]1CC[C@H]2[C@@H](COC[C@H](O)CN2C(=O)Nc2ccc(Cl)c(Cl)c2)O1)NCc1ccccc1,-0.1,2.4
Cc1ccc(S(=O)(=O)NCC[C@@H]2CC[C@H](NC(=O)c3ccccn3)[C@@H](CO)O2)cc1,-0.9,-2.4
C[C@@H]1CCCCO[C@@H](CN(C)C(=O)CCC(F)(F)F)[C@@H](C)CN([C@H](C)CO)C(=O)c2cc(NC(=O)NC3CCCCC3)ccc2O1,-0.2,3.8
CO[C@@H]1CC[C@@H]2CCOc3ccc(C#N)cc3C(=O)N(C)C[C@@H](C)C(=O)N(C)C[C@H]1O2,-1.6,2.4
C[C@@H]1CCCCO[C@@H](CN(C)C(=O)Nc2ccc(F)cc2)[C@@H](C)CN([C@H](C)CO)C(=O)c2cc(NS(=O)(=O)c3ccccc3)ccc2O1,-0.7,-1.5
O=C(C[C@H]1C[C@H]2c3cc(NC(=O)CC4CC4)ccc3O[C@H]2[C@@H](CO)O1)NCCc1ccccc1,-1.4,-2.0
CNC[C@H]1OCCCC[C@@H](C)Oc2ccc(NC(=O)CCC(F)(F)F)cc2C(=O)N([C@@H](C)CO)C[C@H]1C,-0.4,-1.6
CCNC(=O)C[C@H]1CC[C@H](NC(=O)C2CCC2)[C@H](CO)O1,0.3,3.9
CCCNC(=O)N(C)C[C@H]1Oc2cc(-c3ccncc3)ccc2S(=O)(=O)N([C@@H](C)CO)C[C@H]1C,0.3,1.2
CC(C)C#Cc1cnc2c(c1)C(=O)N([C@H](C)CO)C[C@@H](C)[C@@H](CN(C)Cc1cncnc1)O2,1.7,-2.1
Cc1noc(C)c1NC(=O)Nc1ccc2c(c1)C(=O)N([C@@H](C)CO)C[C@H](C)[C@@H](CN(C)CC1CC1)OCCCC[C@H](C)O2,-0.2,-0.5

# Remaining list, next part.
SMILES,TcdB inh,BioA inh
O=C(Nc1ccccc1)N1CCCCN2[C@@H](CO)[C@H](c3ccc(C#Cc4cccnc4)cc3)[C@@H]2C1,-0.8,0.7
C[C@@H]1CN([C@H](C)CO)C(=O)c2cc(NS(=O)(=O)c3ccc(F)cc3)ccc2O[C@@H]1CN(C)C(=O)Nc1ccc2c(c1)OCO2,0.1,-0.4
C[C@H]1CCCCO[C@@H](CN(C)C(=O)Nc2ccc3c(c2)OCO3)[C@@H](C)CN([C@@H](C)CO)C(=O)c2cc(NC(=O)c3ccccc3)ccc2O1,-0.6,0.0
C[C@@H]1CN([C@@H](C)CO)C(=O)c2cc(NS(=O)(=O)c3ccc(Cl)cc3)ccc2O[C@@H](C)CCCCO[C@H]1CN(C)C(=O)CCCN(C)C,1.1,1.3
COc1ccc(S(=O)(=O)Nc2ccc3c(c2)CC(=O)N([C@@H](C)CO)C[C@@H](C)[C@H](CN(C)Cc2ccncc2)O3)cc1,0.5,-0.9
O=C(C[C@H]1CC[C@H]2[C@@H](COC[C@H](O)CN2S(=O)(=O)c2ccc(F)cc2)O1)NCc1ccc(Cl)c(Cl)c1,-0.3,-0.9
CC(C)NC(=O)N1[C@H](CN(C)C(=O)c2ccncc2)[C@@H](c2ccccc2)[C@@H]1CO,-1.1,-1.7
COc1ccc(NC(=O)Nc2cccc3c2O[C@@H](CN(C)S(=O)(=O)c2ccc(OC)cc2)[C@H](C)CN([C@H](C)CO)C3=O)cc1,2.0,0.2
C[C@H]1CCCCO[C@@H](CN(C)C(=O)C2CCCCC2)[C@@H](C)CN([C@@H](C)CO)C(=O)c2cc(NC(=O)Nc3ccccc3)ccc2O1,-0.7,-3.6
COc1ccccc1-c1cn(CC[C@H]2CC[C@@H](NC(=O)CCN3CCCCC3)[C@@H](CO)O2)nn1,-0.6,-1.1
CO[C@H]1CN(C)C(=O)c2ccc(NS(=O)(=O)c3ccccc3Cl)cc2OC[C@@H](C)NC[C@@H]1C,0.8,-0.3
C[C@@H]1CN([C@@H](C)CO)C(=O)c2cc(NC(=O)Nc3ccc4c(c3)OCO4)ccc2O[C@@H]1CN(C)S(=O)(=O)c1cccs1,1.2,0.0
C[C@H]1CN([C@@H](C)CO)C(=O)c2cc(Br)cnc2O[C@@H]1CN(C)Cc1ccccn1,-1.4,-1.1
C[C@@H]1CN([C@@H](C)CO)C(=O)Cc2cc(NS(=O)(=O)c3cn(C)cn3)ccc2O[C@@H]1CN(C)Cc1ccc(C(=O)O)cc1,-0.5,-1.4
CC(C)CC#Cc1cnc2c(c1)C(=O)N([C@H](C)CO)C[C@H](C)[C@H](CN(C)Cc1ccccc1F)O2,0.5,1.9
O=C(C[C@@H]1CC[C@H]2[C@@H](COC[C@@H](O)CN2C(=O)c2ccccc2)O1)Nc1nccs1,0.4,-0.4
C[C@H](CO)N1C[C@H](C)[C@@H](CN(C)Cc2ccc(C(=O)O)cc2)Oc2ncc(-c3ccc(F)cc3)cc2C1=O,-0.1,1.1
C[C@@H]1CN([C@@H](C)CO)C(=O)c2cc(NC(=O)C3CC3)ccc2O[C@H]1CN(C)C(=O)Nc1ccccc1,-0.4,0.0
C[C@H](CO)N1C[C@H](C)[C@H](CN(C)C(=O)c2ccncc2)OCCCC[C@H](C)Oc2ccc(NS(=O)(=O)c3ccc(Cl)cc3)cc2C1=O,0.2,0.3
C[C@@H]1CN([C@@H](C)CO)S(=O)(=O)c2ccc(C3=CCCCC3)cc2O[C@@H]1CN(C)Cc1cccnc1,-0.1,0.2
C[C@@H]1CN([C@H](C)CO)C(=O)c2cccc(NC(=O)C3CCCCC3)c2O[C@H]1CN(C)Cc1ccc(C(=O)O)cc1,-0.9,-0.1
COc1ccc(NC(=O)Nc2ccc3c(c2)C(=O)N([C@H](C)CO)C[C@H](C)[C@@H](CN(C)S(=O)(=O)c2ccccc2)OCCCC[C@@H](C)O3)cc1,0.0,-2.1
O=S(=O)(Cc1ccccc1)N1CCCCN2[C@H](CO)[C@@H](c3ccc(-c4cncnc4)cc3)[C@H]2C1,-3.4,-0.3

# In the list so far, these have an aryl methoxy group.
SMILES,TcdB inh,BioA inh
COc1ccc(CN(C)C[C@@H]2Oc3ccc(NC(=O)Nc4ccc(OC)cc4)cc3C(=O)N([C@H](C)CO)C[C@@H]2C)cc1,-0.8,1.8
CCCC#Cc1cnc2c(c1)C(=O)N([C@H](C)CO)C[C@H](C)[C@@H](CN(C)C(=O)Nc1ccccc1OC)O2,1.2,7.1
COc1ccc(S(=O)(=O)N(C)C[C@@H]2Oc3ccc(NC(=O)Nc4ccc(C(F)(F)F)cc4)cc3CC(=O)N([C@@H](C)CO)C[C@@H]2C)cc1,-0.5,-0.5
COc1ccc(S(=O)(=O)Nc2ccc3c(c2)CC(=O)N([C@@H](C)CO)C[C@@H](C)[C@H](CN(C)Cc2ccncc2)O3)cc1,0.5,-0.9
COc1ccc(NC(=O)Nc2cccc3c2O[C@@H](CN(C)S(=O)(=O)c2ccc(OC)cc2)[C@H](C)CN([C@H](C)CO)C3=O)cc1,2.0,0.2
COc1ccccc1-c1cn(CC[C@H]2CC[C@@H](NC(=O)CCN3CCCCC3)[C@@H](CO)O2)nn1,-0.6,-1.1
COc1ccc(NC(=O)Nc2ccc3c(c2)C(=O)N([C@H](C)CO)C[C@H](C)[C@@H](CN(C)S(=O)(=O)c2ccccc2)OCCCC[C@@H](C)O3)cc1,0.0,-2.1
